# zfTRPN1 agonist: zebrafish TRPN1 channel agonists, primary screen, cell-based, HEK293, calcium fluorescence | transient receptor potential cation channel N1 (TRPN1/NompC), Danio rerio | HEK293 zebrafish TRPN1-YFP, Fluo-8 calcium fluorescence; 100% = response to 87 µM carbachol | activation, % at 3 µM | 0.18% of 220,000 active;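 active means activation above its plate's cutoff, the mean activation of test wells on that plate plus 3 SD, cut at about 19% in these data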;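 further: 0% = DMSO alone and 100% = 87 µM carbachol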
#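 System: zebrafish TRPN1-YFP in HEK293 cells / Dosing: 3 µM single point / Timing: dye loading 1 h at 37 °C, then 30 min room temperature / Signal: Fluo-8 calcium fluorescence, excitation 470-495 nm, emission 515-575 nm / Read-out basis: percent activation from peak over basal fluorescence ratio, control-normalized / Control set: high carbachol 87 µM, low DMSO alone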
# PERK inh: block of dimerizer-induced PERK translation repression, primary screen, PERK inhibitor project, CHO PERK-DD cells, SEAP luminescence, HTS; Eukaryotic translation initiation factor 2-alpha kinase 3 (Homo sapiens), Q9NZJ5; CHO PERK-DD fusion, SEAP luminescence translation reporter; inhibition, % at 5.6 µM; 0.17% of 220,000 active;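 active means inhibition above the mean inhibition of all tested compounds plus 3 SD, set separately per screening campaign, cut at about 2.9% in these data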;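 further: PERK kinase domain activated by AP20187 dimerizer at 100 nM; 0% = DMSO with dimerizer and 100% = rapamycin at 8.4 µM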
# Target sequence (Q9NZJ5 whole entry, looked up, the tested form may be a part): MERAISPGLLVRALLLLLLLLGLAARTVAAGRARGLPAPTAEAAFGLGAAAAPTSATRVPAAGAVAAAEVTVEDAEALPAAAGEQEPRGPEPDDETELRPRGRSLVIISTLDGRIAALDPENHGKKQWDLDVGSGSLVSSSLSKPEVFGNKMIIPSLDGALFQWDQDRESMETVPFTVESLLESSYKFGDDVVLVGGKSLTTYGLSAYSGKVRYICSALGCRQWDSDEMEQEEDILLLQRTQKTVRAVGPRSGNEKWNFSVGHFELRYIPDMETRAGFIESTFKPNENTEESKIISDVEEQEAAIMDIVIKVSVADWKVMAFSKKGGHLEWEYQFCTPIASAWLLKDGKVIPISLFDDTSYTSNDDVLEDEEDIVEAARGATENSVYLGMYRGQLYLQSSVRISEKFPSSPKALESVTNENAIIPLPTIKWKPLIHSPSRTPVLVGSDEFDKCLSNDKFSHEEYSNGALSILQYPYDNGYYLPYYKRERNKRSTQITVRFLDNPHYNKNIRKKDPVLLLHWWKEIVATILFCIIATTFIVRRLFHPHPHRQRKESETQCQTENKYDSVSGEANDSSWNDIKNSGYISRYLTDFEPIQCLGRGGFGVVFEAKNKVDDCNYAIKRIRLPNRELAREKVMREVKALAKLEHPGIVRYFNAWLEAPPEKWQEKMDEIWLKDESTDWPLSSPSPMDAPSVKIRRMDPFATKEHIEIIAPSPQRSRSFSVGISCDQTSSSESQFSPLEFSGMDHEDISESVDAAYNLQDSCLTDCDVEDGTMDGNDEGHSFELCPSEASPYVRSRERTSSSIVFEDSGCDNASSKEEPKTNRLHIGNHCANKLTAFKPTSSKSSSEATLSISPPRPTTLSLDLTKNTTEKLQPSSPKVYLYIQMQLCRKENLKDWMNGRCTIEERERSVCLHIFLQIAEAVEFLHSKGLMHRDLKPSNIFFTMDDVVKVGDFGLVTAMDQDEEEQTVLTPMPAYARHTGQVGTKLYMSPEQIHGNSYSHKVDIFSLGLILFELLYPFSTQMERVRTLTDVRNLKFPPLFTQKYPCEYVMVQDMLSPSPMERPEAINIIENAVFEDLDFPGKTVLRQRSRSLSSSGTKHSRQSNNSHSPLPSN
# Ba/F3 V617F tox: reduced viability of JAK2V617F-dependent Ba/F3 cells, primary screen, JAK2V617F inhibitor project, cell-based, Ba/F3 EpoR-JAK2V617F, luminescence; ATP luminescence; inhibition, % at 5.6 µM; 1.1% of 220,000 active; AID 1446, 2008;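 active means inhibition above the campaign mean plus 3 SD over all tested compounds, cut at about 24% in these data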;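 further: cytokine-independent growth of Ba/F3 cells driven by EpoR plus mutant JAK2; 0% = DMSO-treated cells and 100% = JAK inhibitor I control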
# BaF3 tox: parental Ba/F3 cell viability inhibition, counter-screen for JAK2V617F inhibitor project, murine pro-B, CellTiter-Glo luminescence. inhibition, % at 5.6 µM. CellTiter-Glo ATP luminescence. 1.1% of 220,000 active;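 active means inhibition above a per-campaign cutoff, the mean inhibition of all tested compounds plus 3 SD, cut at about 27% in these data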;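 further: 0% = DMSO wells and 100% = JAK Inhibitor I control wells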
# EP2 modulator: EP2 receptor modulators, cAMP readout, primary screen, cell-based, HTRF cAMP, PGE2 stimulation. 0.83% of 260,000 active. EP2-expressing cells, cAMP HTRF FRET, PGE2 co-stimulation. Prostaglandin E2 receptor EP2 subtype (Homo sapiens), P43116. induction, % at 25 µM;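 active means compounds whose cAMP rise, as percent of the full-agonist control response, exceeds 60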;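 further: rat C6 glioma line stably carrying human EP2 under a CMV promoter; the protocol text gives 20 µM as final concentration; 100% = response of wells given 1 µM PGE2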
# m-calpain inh: inhibitors of pig calpain II, primary screen, biochemical, fluorogenic peptide substrate, 1536-well | inhibition, % at 16 µM | AID 1236, 2008 | purified calpain II, 30 min | 0.37% of 220,000 active;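 active means inhibition above about 50%, limit read from the data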
# S1P4 antagonist: S1P4 receptor antagonists, primary screen, cell-based; AID 1510, 2009; 0.26% of 220,000 active; inhibition, % at 4.98 µM; Sphingosine 1-phosphate receptor 4 (Homo sapiens), O95977; S1P4-expressing cells, antagonist mode, reporter read-out; in the data active means inhibition above about 29%;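 further: 0% = wells stimulated with agonist and 100% = vehicle wells without agonist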
# S1P4 ag: S1P4 receptor agonists, primary screen, cell-based. AID 1509, 2009. S1P4-expressing cell line, agonist reporter assay. activation, % at 4.98 µM. 0.35% of 220,000 active; in the data active means activation above about 11%;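 further: 0% = DMSO vehicle and 100% = reference agonist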
# TRPML3 agonist: human TRPML3 channel agonists, primary screen, cell-based, HEK293 TRPML3-YFP, Fluo-8 calcium fluorescence, 3 µM | Mucolipin-3 (Homo sapiens), Q8TDD5 | 100% = the carbachol control signal | activation, % at 3 µM | 0.29% of 220,000 active;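 active means activation above its plate's cutoff, the mean activation of the plate's test wells plus 3 SD, cut at about 12% in these data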;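 further: 0% = DMSO only wells and 100% = carbachol wells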
#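 Material: TRPML3-YFP stable HEK293 cells | Dosing: One concentration, 3 µM nominal, 0.3% DMSO | Timing: 125 s total fluorescence read per well | Technique: Fluo-8 calcium dye fluorescence, ex 470-495, em 515-575 nm | Measure: Percent activation from peak-to-basal fluorescence ratio, scaled between DMSO and carbachol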
# Starred values were filed as active, the others as inactive; i = inactive; & = joins results of further samples.
compound	zfTRPN1 agonist	PERK inh	Ba/F3 V617F tox	BaF3 tox	EP2 modulator	m-calpain inh	S1P4 antagonist	S1P4 ag	TRPML3 agonist
CCOc1cc(CNCc2ccccn2)cc(Cl)c1OC	-0.1	-0.2	2	7	14	8	-9	0.2	-0.2
CCCCn1cc(SCC(=O)O)c2ccccc21	0.2	1.3	-4	0	22	-49	2	-2.8	-0.2
CCOc1cc(N2CCOCC2)c(OCC)cc1NC(=O)Cc1ccccc1	2.9	-1.1	-1	0	-3	9	-11	1.6	0.2
CN(C)S(=O)(=O)c1cccc(C(=O)NCc2cccs2)c1	-0.2	-0.3	-3	6	2	6	-12	-1.3	0.8
Cc1c(/C(O)=C2/C(=O)C(=O)N(Cc3cccnc3)C2c2cccs2)cnn1-c1ccccc1 (configuration not stated)	0.0	-0.2	6	6	50	-12	-1	1.1	-0.2
COc1ccc(NC(C)=O)cc1NC(=O)c1ccc(Cl)cc1	1.0	0.8	-5	1	-3	-14	-6	0.5	0.5
Cc1cccc(C)c1NC(=O)CSc1nnc(-c2ccoc2C)n1C	0.0	-0.5	2	1	13	-15	-26	2.3	0.5
Cc1nc(N2CCN(C(=O)COc3ccccc3)CC2)c2c(C)c(C)sc2n1	-1.3	-1.5	-2	6	0	0	-5	3.0	-0.9
CCCCOc1ccccc1C1NC(=O)NC(C)=C1C(=O)OCCOCC (configuration not stated)	-1.2	-1.1	0	1	31	-8	6	-0.3	-1.4
COc1ccccc1-c1nnc2sc(-c3ccc(N(C)C)cc3)nn12	-0.9	-0.2	81*	80*	51	-149	-11	1.8	0.2
Cc1ccc(S(=O)(=O)c2c(N)n(NC(=O)c3ccco3)c3nc4ccccc4nc23)cc1	1.6	-0.6	-2	5	15	i	3	1.7	0.8
CC1CCCN(c2ccc(N)cc2C(N)=O)C1 (configuration not stated)	-0.5	0.8	-6	0	-4&-21	-2	-13	0.9	0.8

# Next section:
compound	zfTRPN1 agonist	PERK inh	Ba/F3 V617F tox	BaF3 tox	EP2 modulator	m-calpain inh	S1P4 antagonist	S1P4 ag	TRPML3 agonist
O=C(NCc1ccncc1)Nc1ccccc1Cl	0.1	-0.1	3	12	-3	2	-26	0.2	0.2
COc1ccc(S(=O)(=O)N2CCC(C(=O)NCC(c3cccs3)N(C)C)CC2)cc1 (configuration not stated)	1.3	0.7	-2	1	6	-21	-3	1.4	0.5
CC(=O)N/C(=C\c1ccc(F)cc1)C(=O)NC(Cc1ccccc1)C(=O)O (configuration not stated)	-0.8	1.8	-7	-1	42	-14	7	0.5	0.5
CCOC(=O)c1c(C)c(C(=O)NCCOC)c(C)n1CC	1.0	0.7	2	8	17	14	-13	-0.9	1.2
CCCC(=O)Nc1sc2c(c1C(=O)OCC)CC(C)(C)OC2	-1.0	0.3	0	3	35	-14	6	-1.3	0.4
Cc1ccc(C(=O)NN2C(=O)C3C4c5ccccc5C(c5ccccc54)[C@@H]3C2=O)cc1 (some centres not stated)	-1.6	0.8	-3	3	-1	-11	-8	0.8	0.3
O=[N+]([O-])c1ccccc1/C=C/CN1CCCCC1	0.4	0.5	1	3	22	-21	-9	0.2	0.9
Cc1cc(C)cc(OCC(=O)NCCc2nc3ccccc3[nH]2)c1	-2.6	-0.1	1	4	-15	1	-6	-0.6	-0.9
CCC(=O)Nc1cccc(SC)c1	-1.6	0.2	0	-1	10	-1	-11	-0.9	0.2
Cc1nn(Cc2c(F)c(F)c(F)c(F)c2F)c(C)c1NC(=O)c1ccc(COc2ccc(Cl)cc2Cl)o1	-1.0	-0.8	1	1	6	-20	11	-0.9	0.2
CCSc1nc2cc(OC)c(OC)cc2c(=O)n1CCc1ccccc1	-1.4	-2.3	3	5	41	-41	-6	0.5	0.0
Cc1nn(C)cc1-c1csc(N)n1	0.4	1.6	0	3	1	-13	-11	-1.1	0.8

# The list continues.
compound	zfTRPN1 agonist	PERK inh	Ba/F3 V617F tox	BaF3 tox	EP2 modulator	m-calpain inh	S1P4 antagonist	S1P4 ag	TRPML3 agonist
CN1C(=O)[C@@H]2[C@@H]3C[C@@H]([C@H]4ON=C(c5ccccc5OCC#N)[C@@H]34)[C@@H]2C1=O	0.1	1.0	-3	-1	6	-7	-3	0.2	-0.1
O=[N+]([O-])c1ccc(N/N=C\c2cccn2-c2ccccc2)nc1	2.0	-0.1	2	-3	31	25	13	-0.5	4.1
COc1ccc(NC(=O)CSc2nnc(CNC(=O)c3ccco3)n2-c2ccccc2OC)cc1	0.3	0.3	4	6	12	15	10	-0.9	0.4
CCOC(=O)C(Cc1ccccc1)NC(=O)CNC(C)=O (configuration not stated)	0.7	0.6	3	6	46	-3	11	-0.2	0.5
COc1ccc(C(=O)CCN2CCN(c3ccccc3F)CC2)cc1	1.0	0.2	1	3	-32	22	-18	-0.7	1.2
Cc1ccc(OCC(=O)OCC(=O)c2c(N)n(C)c(=O)n(C)c2=O)cc1C	0.5	-0.8	0	9	2	21	-7	0.1	0.1
CSCCNC(=O)Nc1c(-c2c(Cl)cccc2Cl)noc1C	-0.4	1.2	-4	2	-7	-18	2	-0.6	0.3
Cc1csc(SCC(=O)NC(=O)NCc2ccccc2)n1	-1.8	0.7	-4	2	5	-11	-24	-3.0	-1.3
O=C(CCCc1c[nH]c2ccccc12)Nc1ccc2ccccc2c1	-2.2	0.5	-2	1	-75	5	2	-0.7	-0.5
Cc1c(-n2c(=S)[nH]c3ccccc3c2=O)c(=O)n(-c2ccccc2)n1C	-0.4	0.0	3	7	25	-15	-17	2.9	0.6
O=C(Nc1ccc(CSc2ccccc2)cc1)c1ccc(CN2CCOCC2)cc1	13	0.6	1	7	-51	-23	-7	-2.3	5.4
COc1ccc(CCN2C(=O)CC(C(C)c3ccccc3)C2=O)cc1OC (configuration not stated)	0.3	-0.4	-2	3	-5	34	-7	-0.1	0.7

# (cont.)
compound	zfTRPN1 agonist	PERK inh	Ba/F3 V617F tox	BaF3 tox	EP2 modulator	m-calpain inh	S1P4 antagonist	S1P4 ag	TRPML3 agonist
O=C(Nc1ccc(F)cc1)Nc1ccc([N+](=O)[O-])cn1	-0.4	1.1	5	12	-29	19	-15	1.1	1.0
CCOC(=O)COc1nc(C)cc(C(F)(F)F)c1C#N	-0.8	1.5	-4	3	-2	-79	0	-0.2	-0.5
COc1ccc(/C=C/c2cc(C(F)(F)F)on2)cc1	-0.1	0.1	-6	-4	-14	4	-12	0.9	-0.7
O=C(Nc1ccc(S(=O)(=O)N2CCCCC2)cc1)c1cnccn1	2.2	2.4	-1	-2	-37	-32	9	-0.7	1.4
C=CCc1ccc(OCCOc2cccc3ccc(C)nc23)c(OC)c1	-1.8	-1.4	3	5	-17	9	-16	-0.7	-0.8
CCOC(=O)C1=C(N)OC2=C(C(=O)CC(C)(C)C2)C1c1cc(CSc2nnnn2C)cs1 (configuration not stated)	1.5	0.1	4	4	-13	27	22	-0.2	0.4
COc1cccc(CNC(=O)CCC2CCCN(C(=O)c3cc(C4CC4)[nH]n3)C2)c1 (configuration not stated)	0.1	-0.2	9	8	1	6	-7	-1.2	0.2
Cc1cccc(NC(=O)/C(=C/c2cccc([N+](=O)[O-])c2)NC(=O)c2cccs2)c1	0.1	0.0	5	9	9	24	-12	0.6	0.5
CN(C(=O)C1CCOC1)c1nnc(-c2ccncc2)s1 (configuration not stated)	1.6	1.0	-2	1	3	-92	-9	0.7	0.8
[O-]c1n[n+](-c2ccc(Cl)cc2)cc2ccccc12	-0.6	1.2	7	11	-1	12	0	2.5	0.7
CC(=O)c1cccc(NC(=O)Nc2cnn(Cc3ccc(F)cc3)c2)c1	1.4	0.6	-4	2	-28	0	-8	-1.0	0.7
CC(C)(C)NC(=O)NC(=O)CSc1ncn[nH]1	1.5	0.5	6	8	7	4	-21	1.1	0.8

# (next part)
compound	zfTRPN1 agonist	PERK inh	Ba/F3 V617F tox	BaF3 tox	EP2 modulator	m-calpain inh	S1P4 antagonist	S1P4 ag	TRPML3 agonist
O=C(NCc1cc(Br)cc(Br)c1OC(=O)c1ccccc1[N+](=O)[O-])c1ccccc1	-1.0	-0.3	-1	4	-4	-15	-16	1.4	0.2
NC(=O)c1nn(-c2cccc(Cl)c2)c(=O)cc1O	1.9	-0.8	3	7	11	-38	9	1.2	0.3
Cc1c(Cl)cccc1NC(=O)NC1CCCCC1	0.2	0.5	-2	2	-4	-26	12	-2.2	0.7
CCC(=O)N1CCc2cc(Br)cc(S(=O)(=O)N3CCN(C(=O)c4ccco4)CC3)c21	0.5	-0.4	-1	-1	-26	10	-16	-0.1	0.6
CCOC(=O)N1CCC2(CC1)C(C#N)=C(N)OC1=C2C(=O)CC(C)(C)C1	1.7	0.7	1	-1	18	4	-1	0.3	0.4
CC(=NCC1CCCO1)C1=C(O)CC(C)(C)CC1=O (configuration not stated)	0.1	0.7	0	-3	13	-5	1	-2.1	0.4
O=C(Nc1ccc2c(c1)CCC2)c1ccc(F)cc1	0.5	0.7	-1	6	-14	2	0	-0.7	0.0
COc1ccc(-n2nc(C)c3sc(C)nc3c2=O)cc1	0.9	0.4	0	-2	-29	-1	7	5.5	0.6
COc1ccc(C(=O)/C=C/c2cc(OC)c(O)c(OC)c2)c(F)c1	13	-0.6	2	10	-62	38	12	0.1	7.0
COc1ccc(C(=O)N2CCc3cc(OC)c(OC)cc3C2c2cccc([N+](=O)[O-])c2)cc1 (configuration not stated)	0.0	0.2	4	3	8	5	-7	0.7	0.5
O=C(O/N=C1/CCCc2occc21)c1ccc(F)cc1	-1.8	-0.2	2	4	14	3	-5	-0.1	-0.3
CCOC(=O)CC1C(=O)NCCN1Cc1cccc(OC)c1 (configuration not stated)	-0.1	0.8	-1	0	2	16	6	0.2	0.5

# Next part (two carried over from the part before).
compound	zfTRPN1 agonist	PERK inh	Ba/F3 V617F tox	BaF3 tox	EP2 modulator	m-calpain inh	S1P4 antagonist	S1P4 ag	TRPML3 agonist
O=C(O/N=C1/CCCc2occc21)c1ccc(F)cc1	-1.8	-0.2	2	4	14	3	-5	-0.1	-0.3
CCOC(=O)CC1C(=O)NCCN1Cc1cccc(OC)c1 (configuration not stated)	-0.1	0.8	-1	0	2	16	6	0.2	0.5
O=C1CC(N(C(=O)c2ccco2)c2ccc(F)cc2)C(=O)N1c1ccc(F)cc1 (configuration not stated)	2.1	1.0	-2	6	6	-15	-17	1.0	1.1
O=C(NCc1ccccc1)c1cnsn1	-0.4	-0.6	1	6	-7	-4	-5	-1.0	0.1
COc1cc(/C=N/N=C/c2cc(OC)c(O)c(OC)c2)cc(OC)c1O	-0.1	1.9	0	1	-5	-6	-10	0.8	0.8
CCOc1cccc(C(=O)NNC(=O)CCC(=O)O)c1	3.2	0.5	2	3	14	13	-14	-0.2	0.8

# Bioassay records from PubChem BioAssay.
